KB-V1 MDR tox – KB-V1 MDR subline cytotoxicity; KB-V1 MDR cells viability, CellTiter-Glo, 72 h; Potency, µM (highest dose often 46.1 µM), for the others: at the top dose activity change, negative = cytotoxicity, most hits filed as cytotoxic; 400,000 compounds, 3.4% hits; note: % is set by controls: 0 for no effect and ±100 for the full control effect; nearly all actives have a fitted effect of over 60% in size
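In this primary screen, KB-V1 cells overexpressing P-gp are incubated with library compounds (lowest to highest concentration) for 72 h at 37 degrees C before a luminescent ATP viability read.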
HEK293 tox – cytotoxic in the GLP-1 receptor inverse agonist counter-screen. HEK293 cAMP-luciferase reporter cells, luminescence, 24 h. Potency, µM (highest dose often 38.3 µM), inactives show at the top dose activity change, negative = inhibition, hits mostly inhibitors. 410,000 compounds, 0.13% hits;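 note: loss of luciferase light is scored as toxicity; % is set by controls: 0 for no effect and ±100 for the full control effect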
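Here, cytotoxicity is scored as loss of luminescence. The MLSMR collection was tested on cells seeded in medium containing 10% Nu serum, with a 24 hr compound exposure preceded by 12 hours of culture.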
SW480 rerep – induces DNA re-replication in SW480 colon adenocarcinoma cells. Potency, µM (top dose mostly 46.1 µM), without a hit: at the highest dose re-replication activation, actives largely listed as activators. AID 624297. SW480 DNA re-replication, Hoechst DNA content imaging, 48 h. 340,000 compounds, 1.8% hits; note: % of control where 0% means no effect; nearly all actives have a fitted effect of over 55% in size
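Per well, 250 cells were exposed to pinned compound for 48 hr. Nuclear DNA was visualised with Hoechst (40 min, 37 C) and total object intensity recorded by fluorescence scanning.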
HT1080NT lethal – kills 2HG-producing HT-1080-NT fibrosarcoma cells | Potency, µM (highest dose often 46.1 µM), inactives show top-dose activity, negative = less viability, most hits filed as cytotoxic | HT-1080-NT fibrosarcoma viability, CellTiter-Glo ATP luminescence, 48 h | 360,000 compounds, 1.6% hits;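 note: NT is the 2HG producing partner of a matched IDH1 knockdown line; 0% = DMSO-treated cells and -100% = media-only wells without cells; nearly all actives have a fitted effect of over 55% in size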
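Viability of the 2HG-overproducing fibrosarcoma line after 48 hours of compound exposure at 37 degrees C was determined by luminescence with CellTiter-Glo, and concentration-effect curves were then fitted and categorized.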
KB-3-1 cytotox – kills parental KB-3-1 adenocarcinoma cells | Potency, µM (top dose mostly 46.1 µM), without a hit: top-dose activity change, negative = cytotoxic, hits mostly cytotoxic | AID 1347075 | 400,000 compounds, 1.4% hits | KB-3-1 viability, CellTiter-Glo ATP luminescence, 72 h; note: % is set by controls: 0 for no effect and ±100 for the full control effect; nearly all actives have a fitted effect of over 60% in size
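Cytotoxicity in the drug-sensitive parental line KB-3-1 was scored as loss of CellTiter-Glo luminescence following 72 h incubation with compound. Values come from curve fitting of normalized concentration-response data.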
HT1080 IDH1KD tx – HT-1080 IDH1 knockdown cell toxicity (counter line). Potency, µM (highest dose often 46.1 µM), for the others: at the highest dose activity, negative = toxicity, hits mostly cytotoxic. HT-1080 IDH1 knockdown viability, ATP luminescence, 48 h. 360,000 compounds, 2% hits;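 note: 0% = DMSO wells and -100% = cell-free medium wells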
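Knockdown cells (IDH1KD HT-1080) received compounds 2 h after plating at 750 cells/well and were kept 48 h at 37 °C in 5% FBS RPMI. A CellTiter-Glo luminescence read gave % activity for curve fitting.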
TDP43 rescue – TDP-43 toxicity inhibition in yeast | TDP-43 expressing yeast growth rescue, BacTiter-Glo, 24 h | Potency, µM (series often up to 46.1 µM), without a hit: top-dose growth rescue (activation), usual class: activators | 410,000 compounds, 1.8% hits | AID 652104; note: % of control where 0% means no effect; nearly all actives have a fitted effect of over 50% in size
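In this qHTS, compounds that restore growth of yeast expressing TDP-43 appear as activators. Cells (OD600=0.02, galactose medium, raffinose-pregrown) are incubated with compound 24 hr at 30 deg C and growth is quantified by BacTiter-Glo.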
GLP1R ag – activates the human GLP-1 receptor. 380,000 compounds, 0.007% hits. P43220. HEK293 GLP-1R CRE-luciferase, luminescence, 4-6 h; cells express a hypersensitive GLP-1R form. Potency, µM (doses to about 45.6 µM), for inactives: top-dose activation, usual class: activators; note: % of control where 0% means no effect
Target sequence (P43220 whole entry, looked up): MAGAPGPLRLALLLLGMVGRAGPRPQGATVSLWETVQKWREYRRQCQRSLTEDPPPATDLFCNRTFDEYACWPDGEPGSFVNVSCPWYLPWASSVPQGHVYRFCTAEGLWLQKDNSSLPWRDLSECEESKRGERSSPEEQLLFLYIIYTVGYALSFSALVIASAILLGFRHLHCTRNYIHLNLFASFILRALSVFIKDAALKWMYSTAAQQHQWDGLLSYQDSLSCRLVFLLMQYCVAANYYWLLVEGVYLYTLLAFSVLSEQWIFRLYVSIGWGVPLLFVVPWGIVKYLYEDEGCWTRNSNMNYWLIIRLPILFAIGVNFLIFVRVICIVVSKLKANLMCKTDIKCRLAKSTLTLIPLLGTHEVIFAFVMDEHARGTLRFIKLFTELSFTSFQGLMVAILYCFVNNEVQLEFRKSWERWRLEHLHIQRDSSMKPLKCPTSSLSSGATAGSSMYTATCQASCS
GLP-1R inv ag – acts as inverse agonist at human GLP-1 receptor | Potency, µM (highest dose often 38.3 µM), for the others: top-dose activity change, negative = inhibition, hits mostly inhibitors | HEK293 GLP-1R CRE-luciferase, luminescence, 24 h; GLP-1R form is constitutively active | P43220 | 410,000 compounds, 1.6% hits; note: % is set by controls: 0 for no effect and ±100 for the full control effect; nearly all actives have a fitted effect of over 55% in size
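Constitutively active GLP-1R drives a cAMP-responsive luciferase in stably transfected HEK293 cells; test compounds are added after overnight (12 h) attachment and left 24 hr, and signal loss in luminescence marks inhibition.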
Numbers without * were called inactive; ? = inconclusive; · = no result given; ! = repeats disagree; [ ] = dose if it differs, or a comment. Calls come from the whole dose curve; as a rule, active = well fitted curve in the direction sought with a large enough effect; inconclusive = small, poorly fitted or top-dose-only effect, or another doubt; inactive = no such curve, though single readings can be large; an effect the other way counts as inactive or inconclusive. Potency is the fitted concentration of half-maximal effect. Not all compounds are listed. The share of hits here may be higher or lower than overall.

no.	Structure	KB-V1 MDR tox	HEK293 tox	SW480 rerep	HT1080NT lethal	KB-3-1 cytotox
1	Cc1cc[n+](Cc2ccccc2)cc1	0%	4%	-6%	-13%	?
2	COC(=O)C1=C(c2ccccc2)C[C@@H]2CC[C@H]1N2C(=O)NCc1ccc(F)cc1	-11%	-3%	-7%	0%	-14%
3	O=S(=O)(c1ccccc1C(F)(F)F)N1CCN(c2ncnc3sccc23)CC1	?	4%	10%	-21%	?
4	N/C(Cc1ccc(Cl)cc1)=N\OC(=O)c1cccc2ccccc12	13%	?	?	?	-10%
5	C[C@H](CO)N1C[C@H](C)[C@H](CN(C)S(=O)(=O)c2ccccc2)Oc2ccc(NC(=O)NC3CCCCC3)cc2CC1=O	5%	?	18%	-6%	-1%
6	Cc1ccccc1C1CC(=O)NC2=C1C(=O)CCC2 (stereo unspecified)	-14%	32%[activator]	2%	2%	0%
7	CC(=O)OC(C)(C)/C=C/C(=O)[C@](C)(O)[C@H]1[C@H](O)C[C@@]2(C)[C@@H]3CC=C4[C@H](C[C@H](O)C(=O)C4(C)C)[C@]3(C)C(=O)C[C@]12C	8.2µM*	-69%	?	0.082µM*	0.15µM*
8	Cn1c(O)c(C=NC2C(=O)C3(C)CCC2C3(C)C)c(=O)n(C)c1=O (stereo unspecified)	-13%	7%	-6%	3%	15%
9	Cc1[nH]c2ccccc2c1C(=O)CN1CC=C(c2ccccc2)CC1	-15%	3%	?	1%	?
10	O=C(COc1ccc(Cl)cc1)Nc1ncc([N+](=O)[O-])s1	13µM*	?	-2%	?	?
11	CCN1C[C@@]2(COC)C3[C@@H](OC)[C@H]4[C@@H]1[C@@]3(C1C[C@@]3(O)[C@H](OC(=O)c5ccccc5)C1[C@]4(OC(C)=O)[C@@H](O)[C@H]3OC)[C@@H](OC)C[C@H]2O (stereo partly specified)	9%	-15%	15%	18%	0%
12	O=C1C=C2c3ccccc3CC(C(=O)O)C2CC1 (stereo unspecified)	-2%	-3%	·	10%	4%

no.	HT1080 IDH1KD tx	TDP43 rescue	GLP1R ag	GLP-1R inv ag
1	-7%	2%	8%	1%
2	-3%	-7%	-1%	-15%
3	-28%	13µM*	-1%	?
4	?	-94%[inhibitor]	-9%	?
5	-15%	-9%	-1%	?
6	13%	2%	1%	-5%
7	0.033µM*	-11%	-14%	?
8	-4%[9.24 µM]	2%	10%	22%
9	-10%	-5%	-1%	-14%
10	?	-12%	-5%	?
11	11%	8%	6%	1%
12	2%	17%	-2%	15%

Excerpt: entries 11–12
no.	Structure	KB-V1 MDR tox	HEK293 tox	SW480 rerep	HT1080NT lethal	KB-3-1 cytotox
11	CCN1C[C@@]2(COC)C3[C@@H](OC)[C@H]4[C@@H]1[C@@]3(C1C[C@@]3(O)[C@H](OC(=O)c5ccccc5)C1[C@]4(OC(C)=O)[C@@H](O)[C@H]3OC)[C@@H](OC)C[C@H]2O (stereo partly specified)	9%	-15%	15%	18%	0%
12	O=C1C=C2c3ccccc3CC(C(=O)O)C2CC1 (stereo unspecified)	-2%	-3%	·	10%	4%

no.	HT1080 IDH1KD tx	TDP43 rescue	GLP1R ag	GLP-1R inv ag
11	11%	8%	6%	1%
12	2%	17%	-2%	15%

Record cards (already shown):
`O=C(COc1ccc(Cl)cc1)Nc1ncc([N+](=O)[O-])s1` reads KB-V1 MDR tox = 13µM*; HEK293 tox = ?; SW480 rerep = -2%; HT1080NT lethal = ?; KB-3-1 cytotox = ?; HT1080 IDH1KD tx = ?; TDP43 rescue = -12%; GLP1R ag = -5%; GLP-1R inv ag = ?
`Cc1[nH]c2ccccc2c1C(=O)CN1CC=C(c2ccccc2)CC1` reads KB-V1 MDR tox = -15%; HEK293 tox = 3%; SW480 rerep = ?; HT1080NT lethal = 1%; KB-3-1 cytotox = ?; HT1080 IDH1KD tx = -10%; TDP43 rescue = -5%; GLP1R ag = -1%; GLP-1R inv ag = -14%

Next entries follow.
no.	Structure	KB-V1 MDR tox	HEK293 tox	SW480 rerep	HT1080NT lethal	KB-3-1 cytotox
13	O=C1NCCCCC1(Cl)Cl	0%	3%	-2%	-1%	0%
14	C=C1C[C@]2(O)[C@@]3(C)CCC(=O)C(C)(C)C3=C(O)C(=O)[C@@]2(C)[C@@H]2C(=O)O[C@@](C)(C(=O)OC)C(=O)[C@@]12C	-17%	2%	5%	0%	0%
15	CCCCn1c(O)c(C(C)=NCC2CCCO2)c(=O)[nH]c1=O (stereo unspecified)	2%	0%	-3%	?	14%
16	FCCN(CCF)c1cccc(Cl)c1	1%	6%	0%	16%	6%
17	CCOC(=O)C1(CCc2ccccc2)CCN(Cc2ccco2)CC1	?	6%	-4%	?	-24%
18	CC1CN(c2cc([N+](=O)[O-])ccc2Cl)CC(C)N1 (stereo unspecified)	?	-14%	-6%	-10%	10%
19	O=C(CC1CCCCC1)c1c(O)c2ccccc2oc1=O	-3%	-26%	7%	7.9µM*	5.8µM*
20	COc1cc2c(cc1OC)/C(=C/C(=O)c1cccc([N+](=O)[O-])c1)NCC2	?	?	5%	1%	-15%
21	Cc1ccc2[nH]c(=S)n(-c3cccnc3)c(=O)c2c1	26%	1%	-27%	20%	6%
22	COc1ccc(-c2coc3cc(OC(=O)N4CCOCC4)ccc3c2=O)cc1	?	-15%	?	23%	-17%
23	CCn1cc(/C=c2/sc3n(c2=O)C2c4ccccc4OC(C)(N=3)C2C(=O)OC)c(C)n1 (stereo unspecified)	10%	5%	-16%	-3%	17%
24	O=C(c1ccc(CNS(=O)(=O)c2ccc(Br)cc2)cc1)N1CCC2(CC1)OCCO2	-4%	0%	0.58µM*!	0%	-6%

no.	HT1080 IDH1KD tx	TDP43 rescue	GLP1R ag	GLP-1R inv ag
13	1%	-6%	10%	0%
14	0%	24%	10%	38%[activator]
15	?	-15%	-6%	10%
16	18%	-11%	2%	-21%
17	-9%	1%	23%	?
18	-1%	8%	-1%	-29%
19	?	-37%[inhibitor]	-4%	0%
20	-11%	-10%	?	3%
21	7%	-1%	8%	1%
22	-5%	-8%	0%	1%
23	10%	-11%[1.82 µM]	19%	4%
24	-1%	11%	6%	?

(continued)
no.	Structure	KB-V1 MDR tox	HEK293 tox	SW480 rerep	HT1080NT lethal	KB-3-1 cytotox
25	Cc1ccc(C(=O)C2CN3CCC2CC3)cc1 (stereo unspecified)	-4%	-10%	-9%	37%	3%
26	Cc1ccccc1NC(=O)c1cc(-c2ccccc2)n(CCCN2CCOCC2)c1C	-12%	-9%	-4%	-20%	-10%
27	FC(F)(F)c1ccc2c(c1)nnn2C1CCN(Cc2nnnn2Cc2ccccc2)CC1	?	-10%	12%	-25%	0%
28	COc1ccc(N2C(=O)NC(=O)/C(=C\c3ccccc3[N+](=O)[O-])C2=O)cc1	-4%	0%	2%	2%	14%
29	O=C1NC(=O)C(CCc2ccncc2)(CCc2ccncc2)C(=O)N1CCc1ccccc1	-2%	6%	1%	17%	6%
30	COc1ccccc1N1CCN(S(=O)(=O)c2c(C)ccc3nsnc23)CC1	13%	10%	0%	-19%	-7%
31	CCC1(c2cccc(O)c2)CCCCN(C)C1 (stereo unspecified)	8%	5%	-30%[inhibitor]	10%	0%
32	CCOC(=O)c1c(C)[nH]c(C)c1C(=O)C(Cc1ccccc1)N(C)C (stereo unspecified)	0%	-8%	?	-1%	-8%
33	CCc1ccc(-n2c(O)c(/C=N/N3CCCCC3c3cccnc3)c(=O)[nH]c2=O)cc1 (stereo unspecified)	18%	-23%	-3%	-5%	22%
34	Cc1ccccc1-n1c(-c2ccoc2)nc2ccccc2c1=O	-27%	16%	-4%	5%	-15%
35	Cc1ccc2c(c1)CNc1ccccc1O2	13%	-9%	-7%	0%	3%
36	CC(C)C(=O)N1CCC(CN=Cc2c(O)n(C3CCCCC3)c(=O)n(C3CCCCC3)c2=O)CC1	?	-2%	-6%[9.22 µM]	?	?

no.	HT1080 IDH1KD tx	TDP43 rescue	GLP1R ag	GLP-1R inv ag
25	1%	-9%	2%	7.1µM*
26	-1%	-2%	10%	?
27	?	?	1%	?
28	-5%	-14%	-1%	-3%
29	-2%	-15%	12%	4%
30	?	?	13%	1%
31	-4%	?	29%	3%
32	-8%	8%	2%	7%
33	-3%	-8%	-5%	-25%
34	12%	12%	6%	?
35	6%	7%	1%	?
36	?	-5%	-1%	2.8µM*

(listing goes on)
no.	Structure	KB-V1 MDR tox	HEK293 tox	SW480 rerep	HT1080NT lethal	KB-3-1 cytotox
37	CCCCCCN=Cc1c(O)n(C)c(=O)n(C)c1=O	0%	-2%	-3%	-12%	-2%
38	CNC(C)C#Cc1ccc2oc3cc(C)c(C)cc3c(=O)c2c1 (stereo unspecified)	-9%	-4%	?	-19%	?
39	Cc1ccnc(-n2c(C)nc3ccccc3c2=O)c1	7%	-16%	-2%	-2%	-2%
40	CNC[C@H](CC1CCCCC1)NC[C@H](NCCC1CCCC1)[C@H](C)O	0%	?	0%	0%	-26%
41	CSc1ncc(Br)c(N2CC2)n1	10%	5%	7%	-1%	?
42	COc1ccc(/C=C2/C(=O)N(Cc3ccco3)C(=O)N(C(C)C)C2=O)cc1	29%	4%	6%	-3%	3%
43	O=C(Cc1ccc(Cl)c(Cl)c1)NCC1(N2CCOCC2)CCCCC1	-4%	-1%	-38%[inhibitor]	-4%	7%

no.	HT1080 IDH1KD tx	TDP43 rescue	GLP1R ag	GLP-1R inv ag
37	-8%	?	-3%	6%
38	-25%	14%	-6%	-3%
39	8%	10%	-3%	10%
40	-23%	-5%	0%	?
41	-11%	-11%	15%	30%
42	4%	6%	-2%	?
43	-3%	22%	-3%	?

Compound activity as filed in PubChem.
